Menin-MLL TR inh: qHTS Assay for Inhibitors Targeting the Menin-MLL Interaction in MLL Related Leukemias: Competition With Texas Red Labeled MLL-derived Mutant Peptide. O00255. Menin + Texas Red MLL mutant peptide, fluorescence polarization. Potency, µM (series often up to 61.6 µM), for inactives: at the highest dose FP activity change, negative = inhibition, most hits filed as inhibitors. actives 0.23% (n = 270,000). AID 1768, 2009; active means well fitted inhibition curve with a large enough effect in the polarisation, with a control signal flat, not every such curve was filed as active; inconclusive means small, poorly fitted or top-dose-only effect, or effect the other way, or a change in a side signal; inactive means no such curve, though single readings can be large or run the other way; the % refers to the polarisation; further: potency means the concentration at half of the fitted maximal effect; % of control where 0% means no effect; many of its hits are not listed in these tables
Target sequence (O00255 whole entry, looked up): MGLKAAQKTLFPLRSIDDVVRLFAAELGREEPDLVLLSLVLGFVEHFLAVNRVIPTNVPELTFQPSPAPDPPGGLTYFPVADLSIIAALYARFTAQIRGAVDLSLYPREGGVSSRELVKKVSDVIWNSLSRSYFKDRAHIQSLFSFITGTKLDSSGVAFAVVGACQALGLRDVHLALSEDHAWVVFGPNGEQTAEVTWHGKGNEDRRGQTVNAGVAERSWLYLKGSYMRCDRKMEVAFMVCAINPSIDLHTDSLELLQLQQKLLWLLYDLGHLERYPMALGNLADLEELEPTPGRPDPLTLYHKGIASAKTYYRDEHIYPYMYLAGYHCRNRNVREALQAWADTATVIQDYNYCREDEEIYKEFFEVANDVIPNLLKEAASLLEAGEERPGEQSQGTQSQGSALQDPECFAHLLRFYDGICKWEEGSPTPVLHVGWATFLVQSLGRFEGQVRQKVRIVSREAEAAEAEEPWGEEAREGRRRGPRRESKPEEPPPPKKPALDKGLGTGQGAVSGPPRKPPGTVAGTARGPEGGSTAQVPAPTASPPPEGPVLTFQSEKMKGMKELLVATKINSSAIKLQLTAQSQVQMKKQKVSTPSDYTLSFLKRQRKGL
a7 integrin act: qHTS for Activators of Integrin-Mediated Alleviation for Muscular Dystrophy. AID 624291, 2012. Potency, µM (doses to about 38.3 µM), for the others: at the highest dose activation, usual class: activators. alpha7betagal myoblasts, beta-gal FDG fluorescence, 48 h. actives 0.064% (n = 350,000);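 further: potency means the concentration at half of the fitted maximal effect; 100% = response of the positive control SU9516; nearly all actives have a fitted effect of over 60% in size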
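Alpha7betagal+/- myoblasts (passage 13) were plated 16-24 hr, then exposed to compounds (1:260 dilution of DMSO stock) for 48 hours at 37C. After MPER lysis, β-galactosidase reporter activity was read as FDG fluorescence (ex 480/em 540) after 30 minutes.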
TSHR antagonist: Antagonists of the Thyroid Stimulating Hormone Receptor: HTS campaign. AID 504810, 2011. activity change, negative = inhibition, % at 11.5 µM. actives 0.2% (n = 330,000). TSHR-expressing cells, TSH-stimulated cAMP HTRF, 2 h; hits give low values;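 active means activity change below a set negative limit, meaning inhibition stronger than a set level, cut at about -70% in these data; inconclusive means activity change between two set negative limits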; further: on the % scale 0 is the no-effect control and ±100 the full control effect
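Inhibition of cAMP made by TSHR-expressing cells under TSH stimulation (4nM final, EC80; 2 h, 37 deg C) is quantified with a one-step lysis HTRF kit, anti-cAMP cryptate versus cAMP-d2.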
A-T KAP1 phos: qHTS Assay for Identifying a Potential Treatment of Ataxia-Telangiectasia | […] A-T fibroblasts, KAP-1 phosphorylation AlphaLISA; neocarzinostatin DNA damage 30 min before lysis | Potency, µM (titrated, usually from 57.5 µM), inactives show top-dose activation, actives largely listed as activators | actives 0.19% (n = 320,000) | AID 485349, 2010; further: potency means the concentration at half of the fitted maximal effect; % of control where 0% means no effect; nearly all actives have a fitted effect of over 45% in size
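hTERT-immortalized A-T patient fibroblasts ([…]), 500 cells/well in OPTI-MEM, 1% FBS, got compounds for 60 min, then NCS for 30 min at 37C. Lysates were then assayed for phospho-KAP-1 by AlphaLISA (anti-pKAP1 donor, anti-KAP1 acceptor beads), 6 hr at 25C.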
S-ASM inh: Inhibitors of Secretory Acid Sphingomyelinase (S-ASM): qHTS | Sphingomyelin phosphodiesterase (Homo sapiens), P17405 | placental ASM, HMU-PC fluorogenic substrate, 60 min | Potency, µM (series often up to 57.5 µM), inactives show top-dose activity change, negative = inhibition, usual class: inhibitors | actives 0.006% (n = 340,000); further: potency means the concentration at half of the fitted maximal effect
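Steps: dispense placental human ASM, pin compound, wait 10 min at room temperature, add HMU-PC0 substrate at 9 uM final, incubate 60 min at 37 °C, add stop solution raising pH to 10, read fluorescence.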
MBNL1-CUG inh: qHTS Assay for Inhibitors of MBNL1-poly(CUG) RNA binding; actives 0.036% (n = 280,000); Potency, µM (series often up to 57.5 µM), without a hit: at the highest dose activity change, negative = inhibition, usual class: inhibitors; Muscleblind-like protein 1 (Homo sapiens), Q9NR56; TR-FRET MBNL1-His/biotin-(CUG)12 binding, 665/545 ratio; active means well fitted inhibition curve with a large enough effect in the signal ratio, with a control signal flat, not every such curve was filed as active; inconclusive means small, poorly fitted or top-dose-only effect, or effect the other way, or a change in a side signal; inactive means no such curve, though single readings can be large or run the other way; the % refers to the signal ratio; further: potency means the concentration at half of the fitted maximal effect; on the % scale 0 is the no-effect control and ±100 the full control effect
Target sequence (Q9NR56 whole entry, looked up): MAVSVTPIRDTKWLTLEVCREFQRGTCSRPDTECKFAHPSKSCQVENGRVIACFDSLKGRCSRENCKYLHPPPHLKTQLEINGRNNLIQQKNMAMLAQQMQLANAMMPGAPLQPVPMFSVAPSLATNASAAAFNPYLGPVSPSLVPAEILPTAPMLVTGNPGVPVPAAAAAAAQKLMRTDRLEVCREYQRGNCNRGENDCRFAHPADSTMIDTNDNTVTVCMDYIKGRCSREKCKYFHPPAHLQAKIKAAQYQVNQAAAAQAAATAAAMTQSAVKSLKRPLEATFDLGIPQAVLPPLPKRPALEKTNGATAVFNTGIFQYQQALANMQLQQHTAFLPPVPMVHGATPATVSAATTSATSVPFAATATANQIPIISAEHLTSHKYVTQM
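Compound titration spanned 92 nM–58 uM against the MBNL1-His/biotin-(CUG)12 complex. After 60 min at room temperature with 5 nM streptavidin-XL665 and 0.055 ng/ul terbium anti-His, ratiometric 665/545 nm emission (Ex 340 nm) normalized to controls.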
MLL CXXC-DNA inh: qHTS Fluorescence Polarization Assay for Inhibitors of MLL CXXC domain - DNA interaction | Histone-lysine N-methyltransferase 2A (Homo sapiens), Q03164 | MLL-CXXC / FITC-HOXA9 DNA fluorescence polarization | Potency, µM (doses to about 115 µM), without a hit: top-dose activity change, negative = inhibition, actives largely listed as inhibitors | actives 0.037% (n = 290,000); active means well fitted inhibition curve with a large enough effect in the polarisation, with a control signal flat, not every such curve was filed as active; inconclusive means small, poorly fitted or top-dose-only effect, or effect the other way, or a change in a side signal; inactive means no such curve, though single readings can be large or run the other way; the % refers to the polarisation; further: potency means the concentration at half of the fitted maximal effect
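Steps: dispense CXXC domain solution (7 uM) → pin compounds or unlabeled HOX-A9 DNA control → 5 min ambient → add FLSN-HOX-A9 solution (50 nM) → spin → 30 min ambient → fluorescence polarization. Tris pH 7.5/NaCl/DTT/BSA buffer.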
Mito fusion act: qHTS Assay for Small Molecule Inhibitors of Mitochondrial Division or Activators of Mitochondrial Fusion | S. cerevisiae fusion-defective mutant growth rescue, CellTiterGlo 48 h | Potency, µM (series often up to 46.1 µM), inactives show top-dose growth rescue (activation), hits mostly activators | actives 0.23% (n = 320,000) | AID 485298, 2010;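 further: potency means the concentration at half of the fitted maximal effect; % of control where 0% means no effect; nearly all actives have a fitted effect of over 45% in size; temperature-sensitive fusion mutants such as fzo1-1 at 37 °C on non-fermentable ethanol glycerol medium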
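Yeast fusion mutant, YPEG (non-fermentable carbon), compound, 48 h at 37C non-permissive; CellTiterGlo added, 10 min RT, luminescence read. Rescued growth = division inhibition.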
TSG101-PTAP inh: qHTS Assay for Iinhibitors of HIV-1 Budding by Blocking the Interaction of PTAP/TSG101; 340,000 tested, under 10 active; Tumor susceptibility gene 101 protein (Homo sapiens), Q99816; Fluorescence polarization, FITC-PTAP peptide / Tsg101 binding; Potency, µM (titrated, usually from 115 µM), without a hit: at the highest dose activity change, negative = inhibition, actives largely listed as inhibitors; active means well fitted inhibition curve with a large enough effect in the main read-out, with a control signal flat, not every such curve was filed as active; inconclusive means small, poorly fitted or top-dose-only effect, or effect the other way, or a change in a side signal; inactive means no such curve, though single readings can be large or run the other way; further: potency means the concentration at half of the fitted maximal effect; % of control where 0% means no effect
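FP read-out: FITC-PTAP peptide, 50 nM final, binding Tsg101 binding domain, 10 uM final; 20 min, r.t.; 10 mM HEPES pH 7.5, 0.15 M NaCl, 0.01% Tween 20, 3 mM EDTA, 0.1 mM TCEP.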
TCR act: Activators of T cell receptors: qHTS campaign | primary human leukocytes, anti-CD3, IL-2 HTRF, 48 h | Potency, µM (series often up to 9.22 µM), for the others: top-dose activation of IL-2 secretion, usual class: activators | 330,000 tested, under 10 active | AID 504894, 2011; further: % of control where 0% means no effect
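Activity was scored as IL-2 release from primary human leukocytes given only a TCR signal (a-CD3 beads) plus compound for 48 hr. Detection used a two-antibody HTRF format read at 665nm.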
The depositor's hits bear a star; u = inconclusive; x = not tested or not shown; [ ] = another dose, or the depositor's remark. Unless noted, the call rests on the fitted dose curve; in most records, active means well fitted curve in the direction sought with a large enough effect; inconclusive means small, poorly fitted or top-dose-only effect, or another doubt; inactive means no such curve, though single readings can be large; an effect the other way counts as inactive or inconclusive.

no.	canonical_smiles	Menin-MLL TR inh	a7 integrin act	TSHR antagonist	A-T KAP1 phos	S-ASM inh	MBNL1-CUG inh	MLL CXXC-DNA inh	Mito fusion act	TSG101-PTAP inh	TCR act
1	CC(C)(C)c1ccc(NC(=O)COc2ccc(-n3ccnc3)cc2)cc1	x	-28.8%	-15.4	-1.7%	-2.4%	6.9%	2.7%	7.6%	-7.7%	-7.1%
2	CC(NC(=O)Cn1c(NCCO)nc2ccccc21)C1CC2CCC1C2 (configuration not stated)	0.1%	18.8%	2.0	6.2%	0.6%	-3.1%	5.8%	12.8%	-7.3%	7.9%
3	Cc1cc(=O)oc2cc(OCC(=O)N3CCCC3)c(Cl)cc12	x	31.4%	3.4	-14.2%	461.9%[activator]	x	x	-0.6%	-0.7%	0.7%
4	COc1ccc(NC(=O)NNC(=O)c2cc(C3CC3)nc3ccccc23)c(OC)c1	20.4%	-7.6%	24.9	4.9%	-2.6%	-3.5%	-6.8%	4.4%	-5.8%	-3.9%
5	CCCCc1ccc(C2C3=C(CC(C)(C)CC3=O)NC3=C2C(=O)c2ccccc23)cc1 (configuration not stated)	1.1%	0.5%	4.8	-0.6%	-27.2%	x	6.5%	-0.5%	-6.4%	2.2%[46.1 µM]
6	COc1cc(C2C(C#N)=C(N)OC3=C2C(=O)CCC3)cc(OC)c1OC(=O)N1CCOCC1 (configuration not stated)	4.2%	4.2%	-8.8	4.8%	2.6%	-27.2%	7.9%	-0.4%	-2.0%	-2.6%
7	COC(=O)C(C)N1C(=O)S/C(=C/c2cc(C)n(-c3ccccn3)c2C)C1=O (configuration not stated)	-1.5%	19.7%	-17.4	-2.9%	40.0%[activator]	u	6.5%	0.8%	1.0%	-7.7%
8	CCOc1ccc(NC(=O)CN(C)C(=O)c2cc(-c3ccncc3)nc3ccccc23)cc1OCC	x	-7.2%	-5.5	-4.2%	-3.4%	x	x	-0.9%	2.9%	4.6%
9	Cc1ccc(CN2CCC(N3CCC(C(=O)NCC4CCCO4)CC3)CC2)o1 (configuration not stated)	-24.3%	27.6%	-28.1	-0.5%	10.4%	-0.5%	-5.6%	0.4%	0.8%	-0.8%
10	Cc1cccc(NC(=O)C(Cc2ccccc2)c2nn[nH]n2)c1C (configuration not stated)	-19.3%	u	-39.9	-19.8%	-1.0%	-8.7%	2.0%	1.7%	-5.9%	0.9%
11	O=C1C2C3C=CC(C4CC34)C2C(=O)N1/N=C/c1ccc(-c2cccc([N+](=O)[O-])c2)o1 (configuration not stated)	u	u	-16.2	-5.2%	-2.4%	u	9.5%	4.8%	-3.7%	-25.6%[46.1 µM]
12	O=C(CSc1nnc(-c2ccccc2Cl)o1)N1CCCC1	-25.1%	u	0.2	2.1%	0.7%	-6.5%	12.8%	11.8%	-0.8%	0.0%
13	Cc1cc(NS(=O)(=O)c2ccc(NC(=O)CCCOc3ccccc3)cc2)no1	10.9%	3.8%	-7.6	-3.5%	-1.1%	16.8%	11.5%	-1.4%	-4.5%	2.8%
14	Cn1c(=O)c2c(nc(N3CCN(c4ccccn4)CC3)n2Cc2ccc(Cl)cc2Cl)n(C)c1=O	4.5%	-14.1%	-20.2	2.5%	1.0%	-5.3%	-1.6%	1.2%	-0.9%	3.5%
15	O=C(O)CN1c2cccc3cccc(c23)S1(=O)=O	11.1%	5.0%	12.3	2.2%	122.2%[activator]	15.6%	-7.8%	12.4%	-4.9%	-3.2%
16	O=C(Nc1ccc2nn(-c3ccccc3)nc2c1)c1ccc2c(c1)OCO2	-18.1%	-1.5%	-17.6	4.8%	8.4%	10.8%	34.7%[activator]	14.4%	-0.3%	5.5%
17	CCOC(=O)N1CCN(C(c2cccc(OC)c2)c2sc3nc(C)nn3c2O)CC1 (configuration not stated)	-0.9%	-8.5%	7.3	0.9%	3.5%	1.6%	-1.1%	-2.4%	-5.7%	-3.2%
18	Cc1ccccc1N1CCN(CCCCN2C(=O)C3CCCN3C2=O)CC1 (configuration not stated)	-22.9%	-18.4%	13.4	x	3.8%	-11.9%	-2.6%	-1.2%	4.7%	-1.0%[46.1 µM]
19	CC(C)(C)NS(=O)(=O)c1ccc2c(c1)oc(=O)c1cc(S(=O)(=O)NC(C)(C)C)ccc12	5.9%	8.4%	23.7	6.4%	-5.3%	20.2%	2.5%	-3.7%	-0.4%	-1.2%
20	COc1ccc2c(c1)CC(C1(O)C(=O)N(C)c3ccccc31)C2=O (configuration not stated)	8.0%	-17.7%	-9.3	4.0%	-1.0%	8.0%	0.6%	4.1%	-4.0%	3.4%
21	CC(=O)CC(=O)Nc1nc(C)cc(C)n1	1.3%	-13.0%	1.0	-4.3%	0.8%	-9.4%	9.2%	9.8%	-4.3%	0.8%
22	COc1ccc(CCNC(=O)c2cc(-c3ccccc3O)n[nH]2)cc1OC	26.5%	-2.7%	3.5	-0.7%	-0.3%	-0.2%	11.4%	-0.3%	-7.0%	1.3%
23	COc1ccccc1N1CCN(C(CNC(=O)C2CCCCC2)c2cccnc2)CC1 (configuration not stated)	3.0%	2.0%	-5.1	-4.7%	2.7%	-1.8%	8.4%	-2.0%	-6.2%	2.2%
24	O=C(NNC(=S)Nc1ccc(Br)cc1Cl)c1ccco1	16.1%	5.7%	-8.2	-5.9%	4.3%	u	-3.5%	-0.5%	-1.8%	1.0%[46.1 µM]
25	O=C(CCCSc1nc2ccccc2[nH]1)Nc1nnc(C2CC2)s1	-8.3%	-3.2%	-5.9	-1.0%	3.4%	-3.9%	4.8%	-1.8%	-4.7%	-3.0%
26	COc1ccc(S(=O)(=O)N2CCN(C(=O)c3ccc(NC(C)=O)cc3)CC2)cc1	x	u	0.1	-2.9%	3.0%	x	x	-0.4%	-1.1%	-3.5%
27	OC(c1cccc(OCc2ccccc2)c1)c1nnc(-c2ccccc2)o1 (configuration not stated)	7.1%	-48.7%[inhibitor]	-26.1	2.6%	-19.2%	14.8%	-3.9%	-11.8%	-7.3%	5.3%
28	O=c1oc2ccc(Cl)cc2cc1-c1ccccc1	-27.0%	23.5%	-8.0	3.6%	x	u	-0.3%	-3.3%	-0.2%	7.4%[46.1 µM]
29	Cn1c(CC(=O)Nc2ccc(F)cc2)nnc1SCC(=O)Nc1nncs1	u	-0.4%	-8.4	2.1%	1.4%	-6.1%	7.4%	-3.1%	-4.2%	-1.3%
30	Cc1c(Br)cc(C(=O)O)c(C)c1C	15.6%	19.6%	5.9	-0.7%	1.3%	4.4%	10.4%	0.1%	-7.4%	-5.4%
31	CC1=NN2C(=N)/C(=C\c3cc(C)n(-c4cccc(C)c4)c3C)C(=O)N=C2S1	x	12.3%	-13.1	21.5%	-1.0%	-11.7%	8.1%	1.2%	-0.4%	7.9%
32	Cc1ccc(-c2nnc(COc3cccc(-n4cnnn4)c3)o2)cc1	-12.6%	11.8%	-6.8	2.7%	-6.7%	-7.4%	-2.0%	1.2%	-11.5%	1.7%
33	CC(C)(C)NC(=O)c1cc(NC(=O)c2cccs2)cc(NC(=O)c2cccs2)c1	u	2.7%	-2.8	0.1%	-14.6%	-6.0%	0.2%	3.8%	1.5%	-6.4%
34	Cc1ccc(S(=O)(=O)N2CCN(C(=O)c3ccccc3)C2C(C)C)cc1 (configuration not stated)	0.5%	22.3%	24.4	20.6%	5.0%	-10.7%	12.2%	16.5%	-2.3%	-2.8%

Source: PubChem

These rows are one share of the data (hit frequency here may not be typical).
